RGS4 inh = inhibitors of human RGS4. actives 0.45% (n = 310,000). HEK293 M3R/RGS4 inducible, Fluo-4 calcium flux; stronger effect = higher value; triggered by carbachol at its EC20. B-score at 10 µM. P49798;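 active means B-score, a plate-corrected calcium signal, over three deviations above library mean, with baseline fluorescence within five deviations of library mean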;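 further: RGS4 expression induced by doxycycline in cells with stable M3 receptor; B-score is computed from the integrated fluorescence ratio over baseline after carbachol; higher B-score means a larger calcium signal and so more RGS4 inhibition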
Target sequence (P49798 whole entry, looked up): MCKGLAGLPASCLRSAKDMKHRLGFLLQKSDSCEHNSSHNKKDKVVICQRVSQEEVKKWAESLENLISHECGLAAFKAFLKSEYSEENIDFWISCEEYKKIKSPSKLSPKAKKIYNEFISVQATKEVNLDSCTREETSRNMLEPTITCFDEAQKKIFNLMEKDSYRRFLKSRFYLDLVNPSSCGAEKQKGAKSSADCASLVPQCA
MrgX1 allo act = human MrgX1 positive allosteric modulation, primary screen. AID 588675. MrgX1-HEK293, Fluo-4 calcium flux, FDSS; stronger effect = higher value. Q96LB2. B-score at 10 µM. actives 0.63% (n = 310,000);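 active means plate-corrected calcium response at least 3 library SD above typical, normal starting fluorescence, not activating the receptor alone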;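 further: compound read alongside a low EC10 to EC30 dose of BAM8-22 agonist; peak minus trough fluorescence over baseline measured at the second addition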
TMEM16A inh = inhibitors of mouse TMEM16A calcium-activated chloride channel; Q8BHY3; HEK293 TMEM16A/YFP iodide influx fluorescence, ionomycin; normalized B-score (activity score, 25-100; higher = stronger inhibition) at 10 µM; actives 1.2% (n = 310,000);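 active means ratio plate-corrected score three or more library SD toward inhibition, starting fluorescence score within five deviations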;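 further: score derived from kinetic fluorescence span divided by baseline fluorescence per well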
TMEM16A act = activates or potentiates the mouse TMEM16A chloride channel; B-score at 10 µM; HEK293 TMEM16A/YFP-H148Q/I152L, iodide quench fluorescence; stronger effect = lower value; Q8BHY3; actives 0.3% (n = 340,000); AID 623877;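 active means fluorescence-ratio B-score plate-corrected deviation score at least 3 library SD below zero, with starting fluorescence score within 5 deviations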;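 further: channel opened by trigger with iodide after compound preincubation; score built on the fluorescence ratio of max minus min over baseline; more negative score means more quench and so TMEM16A activation or potentiation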
MrgX1 agonist = activates human MrgX1 receptor signaling; Q96LB2; MrgX1-HEK293 cells, Fluo-4 calcium fluorescence, agonist mode; stronger effect = higher value; B-score at 10 µM; actives 0.44% (n = 310,000); AID 588627;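 active means calcium response B-score plate-corrected fluorescence ratio at least 3 library SD, with starting fluorescence B-score inside 5 SD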
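System: HEK293 cells stably expressing human MrgX1 receptor; Dosing: test compound in the initial addition of three; Schedule: overnight plating, then 30 min 37 °C plus 30 min room-temperature dye loading; Detection: kinetic calcium dye fluorescence, Fluo-4 NW; Controls: per-plate positive and negative controls for Z′ factor.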
KCNK9 block = human KCNK9 channel inhibition | Q9NPC2 | HEK293 KCNK9, FluxOR thallium flux fluorescence; stronger effect = lower value | B-score at 10 µM | actives 1.2% (n = 310,000) | AID 488922;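 active means ratio B-score over 3 SD below the library mean, with starting fluorescence within 5 SD of its mean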;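 further: negative B-score means less thallium flux so channel inhibition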
Target sequence (Q9NPC2 whole entry, looked up): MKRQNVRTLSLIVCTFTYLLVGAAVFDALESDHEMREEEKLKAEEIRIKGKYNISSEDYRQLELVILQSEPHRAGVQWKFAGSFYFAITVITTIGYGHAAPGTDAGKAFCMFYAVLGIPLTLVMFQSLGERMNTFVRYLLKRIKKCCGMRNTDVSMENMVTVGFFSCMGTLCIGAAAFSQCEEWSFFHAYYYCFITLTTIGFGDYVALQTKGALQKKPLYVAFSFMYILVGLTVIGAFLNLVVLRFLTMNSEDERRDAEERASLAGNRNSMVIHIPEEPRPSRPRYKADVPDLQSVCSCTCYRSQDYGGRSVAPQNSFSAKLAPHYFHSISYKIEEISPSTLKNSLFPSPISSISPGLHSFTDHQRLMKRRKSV
KCNK3 block = human KCNK3 channel inhibition, primary screen; O14649; CHO-KCNK3 thallium flux, FluxOR fluorescence; stronger effect = lower value; B-score at 10 µM; actives 0.84% (n = 340,000); AID 602410;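 active means B-score under library mean minus 4 SD, starting fluorescence ratio at most library mean plus 5 SD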;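 further: more negative B-score means stronger inhibition of thallium flux through KCNK3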
Target sequence (O14649 whole entry, looked up): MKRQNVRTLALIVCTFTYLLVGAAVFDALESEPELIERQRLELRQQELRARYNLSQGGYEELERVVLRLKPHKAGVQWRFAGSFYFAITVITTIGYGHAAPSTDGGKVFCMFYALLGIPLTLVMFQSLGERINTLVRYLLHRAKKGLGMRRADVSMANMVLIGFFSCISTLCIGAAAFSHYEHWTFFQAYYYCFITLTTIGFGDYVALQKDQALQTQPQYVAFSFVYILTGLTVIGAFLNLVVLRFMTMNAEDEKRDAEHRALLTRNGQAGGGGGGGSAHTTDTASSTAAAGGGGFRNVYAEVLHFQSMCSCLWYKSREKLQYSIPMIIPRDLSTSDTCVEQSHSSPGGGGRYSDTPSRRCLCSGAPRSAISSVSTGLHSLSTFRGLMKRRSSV
RGS4 act = potentiators or activators of RGS4. HEK293 M3R/inducible RGS4, carbachol calcium flux Fluo4; stronger effect = lower value. B-score at 10 µM. actives 0.92% (n = 310,000). AID 463111;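 active means B-score of the integrated calcium signal more than 4 SD below the library mean, with starting fluorescence not abnormally high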;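 further: negative B-score means reduced calcium response which marks RGS4 activation or potentiation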
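Detection: kinetic calcium fluorescence imaging with Fluo4-AM dye, 2 µM / Material: HEK293 cells with stable M3R and inducible RGS4 / Schedule: recording 10 s baseline at 1 Hz, 100 s post-agonist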
KCNQ1 inh = human KCNQ1 channel inhibition | CHO-K1 KCNQ1, FluxOR thallium flux fluorescence; stronger effect = higher value | B-score at 10 µM | actives 1.3% (n = 310,000) | AID 2642;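 active means compounds whose thallium flux B-score, printed positive for inhibition, exceeds three library SD while starting fluorescence stays within three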;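 further: channel opened by potassium depolarization with thallium stimulus after 20 min compound exposure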
hERG protect = hERG (human) protection from proarrhythmic block. CHO-hERG, FluxOR thallium flux, dofetilide IC70 present. activation (rescue from dofetilide block), less the hit threshold, % at 10 µM. actives 0.51% (n = 310,000). AID 1511;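 active means activation above the mean of controls blocked by dofetilide plus 5 SD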;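 further: thallium influx through hERG after potassium depolarization seen as dye fluorescence rise; in these data hits start at about 4.7%; inactives centre near -7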
KCNQ1 act = potentiators or activators of human KCNQ1 potassium channel; P51787; CHO-K1 KCNQ1, thallium flux FluxOR fluorescence; stronger effect = higher value; B-score at 10 µM; actives 0.35% (n = 310,000); AID 2648;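 active means fluorescence ratio B-score, a plate-corrected score, at least three library SD, with initial intensity B-score within 5 SD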
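System: Stable KCNQ1 CHO-K1 line | Incubation: 90 min dye loading and 20 min compound exposure, both at room temperature | Measure: Ratio B score | Medium: Assay buffer for compound exposure, DMSO matched across wells | Compound dosing: Single-concentration screen | Probe or stimulus: K+/Tl+ depolarizing stimulus | Measured by: Kinetic FluxOR fluorescence, 10 s baseline plus 110 s post-stimulus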
Numbers without * were called inactive; i = inactive; x = not tested or not shown. Compounds were not picked by outcome (roughly 6.3% active in at least one column).

SMILES,RGS4 inh,MrgX1 allo act,TMEM16A inh,TMEM16A act,MrgX1 agonist,KCNK9 block,KCNK3 block,RGS4 act,KCNQ1 inh,hERG protect,KCNQ1 act
COc1ccc(N=c2cc(-c3ccc(OC)cc3)oc3ccccc23)cc1,i,i,i,i,i,i,i,i,12*,-11,i
O=C(O)CN1CCN(Cc2ccccc2F)C1=O,i,i,i,i,i,i,i,i,i,-12,i
COc1cc(CCC(C)NCc2ccccc2)ccc1O (centres undefined),i,i,i,i,i,i,i,i,i,-6,i
O=C(c1oc(=O)c2ccccc2c1-c1ccccc1)N1CCC(O)CC1,i,i,i,i,i,i,i,i,i,-6,i
O=C(NCCc1ccccc1)c1c(F)c(F)c(F)c(F)c1F,i,i,i,i,i,i,i,i,i,-4,i
COc1ccc(-c2noc(N3CCC(C(=O)Nc4ccc(F)cc4F)CC3)n2)cc1,i,i,i,i,i,i,i,i,i,-11,i
COc1ccc(OC)c(Nc2nc(NCCCN(C)C)nc(N)c2[N+](=O)[O-])c1,i,i,i,i,i,i,i,i,i,-7,i
COc1ccc(S(=O)(=O)N2CCCC2CNC(=O)C(=O)Nc2cccc(F)c2)cc1 (centres undefined),i,i,i,i,i,i,i,i,i,-7,i
Cc1cc(C(=O)NC(C)C2CCCO2)cs1 (centres undefined),i,i,i,i,i,i,i,i,i,-8,i
COc1ccc2c(CC(=O)N[C@@H](Cc3ccccc3)C(=O)O)cc(=O)oc2c1C,i,i,i,i,i,i,i,i,i,-2,i
Cc1ccc(NC(=O)NCC2CCN(Cc3cc(C)ccc3Cl)CC2)c(C)c1,i,i,i,i,i,i,i,i,i,-7,i
Nc1nonc1-n1nnc(C(=O)N/N=C/c2c(Cl)cccc2Cl)c1CSC1=NCCS1,i,i,i,i,i,i,i,i,i,-8,i
Cc1ccnc(NC(=O)Nc2ccc(Br)cc2Cl)c1,i,i,i,i,i,i,i,i,i,-5,i
COc1ccc(CN(C)C(=O)c2cccc(S(=O)(=O)N3CCN(c4ccccc4)CC3)c2)c(OC)c1OC,i,i,i,i,i,i,i,i,i,-13,i
COc1ccc(N(C)C(=O)Cc2c(C(=O)O)[nH]c3ccccc23)c(OC)c1,i,i,i,i,i,i,i,i,i,-6,i
O=C(Cc1ccccc1[N+](=O)[O-])NC1CC1,i,i,i,i,i,i,i,i,i,-8,i
Cc1cccc(NS(=O)(=O)c2ccc(C(=O)NCC(c3ccco3)N3CCCCC3)cc2)c1C (centres undefined),i,i,i,i,i,i,i,i,i,-12,i
COc1cc(/C=C(\NC(C)=O)C(=O)NC(C)(C)C)ccc1OC(C)=O,i,i,i,i,i,i,i,i,i,-10,i
CCC(=O)Nc1nc2ccccc2n1Cc1ccccc1Cl,i,i,i,i,i,i,i,i,i,-7,i
COc1ccc(/C=N/Nc2nc(-c3cccnc3)nc3ccccc23)cc1OC,i,i,i,i,i,i,i,i,i,-4,i
COc1ccc2c(c1OC)C(=O)N1C(C(=O)O)Cc3c([nH]c4ccccc34)C21 (centres undefined),i,i,i,i,i,i,i,i,i,-22,i
Cc1ccc2c(SCC(=O)NCc3ccco3)nc(-c3ccc(F)cc3)nc2c1,i,i,i,i,i,i,i,i,i,-8,i
Brc1ccccc1CN1CCC(Cc2ccccc2)CC1,i,i,i,i,i,i,i,i,i,-14,i
NS(=O)(=O)c1ccc(CCNC(=O)CCNC(=O)c2ccco2)cc1,i,i,i,i,i,i,i,i,i,-6,i
Cc1[nH]c(=O)[nH]c(=O)c1S(=O)(=O)N1c2ccc(F)cc2CCC1C (centres undefined),i,i,i,i,i,i,i,i,i,-11,i
CCC1CN(C(=O)Nc2cccc(C)c2)c2cc(C)ccc2O1 (centres undefined),i,i,i,i,i,i,i,i,i,-18,i
CCOc1cnc(-c2c(-c3c(F)cccc3Cl)noc2C)o1,i,i,i,i,i,i,i,i,i,-8,i
Cc1ccc(C)c(NC(=O)c2cc3c([nH]c4ccccc43)c(C)n2)c1,i,i,i,i,i,i,i,i,i,-7,i
CCOC(=O)COc1cc(Br)c(C2NC(=O)NC(C)=C2C(C)=O)cc1OCC (centres undefined),i,i,i,i,i,i,i,i,i,-1,i
CCCC(CCC(=O)Nc1nccs1)C(=O)O (centres undefined),i,i,i,i,i,i,i,i,i,-1,i
O=C(O)c1cccc(S(=O)(=O)Nc2ccc3c(c2)OCO3)c1,i,i,i,i,i,i,i,i,i,-14,i
O=S1(=O)CC=C(CSC(=S)NC2CCS(=O)(=O)C2)C1 (centres undefined),i,i,i,i,i,i,i,i,i,-6,i
O=c1cc(CO)oc(C(Nc2ccccn2)c2ccsc2)c1O (centres undefined),i,i,i,x,i,i,x,i,i,-8,i
COc1cc(C2C(C#N)=C(N)N(N(C)C)C3=C2C(=O)CC(C)(C)C3)cc(OC)c1OC (centres undefined),i,i,i,i,i,i,i,i,i,-2,i
C#CCSc1nnc(C)c(C)n1,i,i,i,i,i,i,i,i,i,-5,i
COc1ccc(C(=O)Nc2ccc(S(=O)(=O)N(C)c3ccccc3)cc2)cc1,i,i,i,i,i,i,i,i,i,-1,i
Cc1cccc(N2CCN(C(=O)C3CCN(c4nnc(-n5cccc5)s4)CC3)CC2C)c1 (centres undefined),i,i,i,i,i,i,i,i,i,-12,i
Cc1onc(-c2ccccc2Cl)c1C(=O)OCC(=O)Nc1cccc(S(=O)(=O)N2CCOCC2)c1,i,i,i,i,i,i,i,i,i,-10,i
Cc1ccc(S(=O)(=O)N2CCCC(C(=O)NCc3cccnc3)C2)cc1Cl (centres undefined),i,i,i,i,i,i,i,i,i,-8,i
CN(C)C(=O)CCC(=O)N1CCCCC1C(=O)Nc1ccc(Oc2ccccc2F)cc1 (centres undefined),i,i,i,i,i,i,i,i,i,-1,i
Cc1nn(CCc2nn[nH]n2)c2nc(-c3ccc(C4CCCCC4)cc3)cc(C(F)(F)F)c12,i,i,100*,i,i,i,i,-8.5*,i,-16,50*
N#Cc1nc(COc2ccccc2)oc1N1CCC(Cc2ccccc2)CC1,i,i,i,i,i,i,i,i,i,-10,i
OCCCNc1ncnc2oc(-c3ccccc3)c(-c3ccccc3)c12,i,i,i,i,i,i,i,-8.4*,i,-6,i
O=[N+]([O-])c1cccc(C2NCC(c3ccccc3Cl)c3c2[nH]c2ccccc32)c1 (centres undefined),i,i,i,i,i,-8.1*,-9.5*,i,7*,-14,i
Cc1ccccc1-c1ocnc1C(=O)Nc1ccccc1NC(=O)c1ccccn1,i,i,i,i,i,-8.7*,i,i,i,-13,i
COc1cc(/C=C/C(=O)OCC(=O)NCc2ccco2)ccc1OC(F)F,i,i,i,i,i,i,i,i,i,-8,i
COc1ccc(-n2c(SCC(N)=O)nc3sc4c(c3c2=O)CCN(C)C4)cc1,i,i,i,i,i,i,i,i,i,-8,i
COc1cc([N+](=O)[O-])ccc1NC(=S)N1CCN(c2ccccn2)CC1,i,i,i,i,i,i,i,i,i,-20,i
COc1ccc(OC)c(NC(=O)Cn2cc(C#N)c3cc(Br)ccc32)c1,i,i,i,i,i,i,i,i,i,-11,i
Clc1cccc(Cl)c1CNC1CCCC1,i,i,i,i,i,i,i,i,i,-3,i
Cc1onc(-c2ccccc2)c1C(=O)N1CCC(CO)(Cc2ccccc2)CC1,i,i,i,i,i,i,i,i,i,-10,i
Cc1ccccc1NC(=O)C1Cc2ccccc2C(=O)O1 (centres undefined),i,i,i,i,i,i,i,i,i,-11,i
CC1(C)CC(NC(=O)C2CCCCC2)CC(C)(C)N1,i,i,i,i,i,i,i,i,i,-1,i
CCN(CC)c1ccc(-n2cc3c(=O)n(C)c(=O)n(C)c3c2)cc1,i,i,i,i,i,i,i,i,i,-5,i
CC(C)CC(NC(=O)c1ccccc1)C(=O)OCC(=O)Nc1ccc(S(N)(=O)=O)cc1 (centres undefined),i,i,i,i,i,i,i,i,i,-8,i
CN1C(=O)c2ccc(S(=O)(=O)c3ccc(C(=O)O)cc3)cc2C1=O,i,i,i,i,i,i,i,i,i,-4,i
CCN(C(=O)COC(=O)c1ccc(Cl)nc1)C1CCS(=O)(=O)C1 (centres undefined),i,i,i,i,i,i,i,i,i,-1,i
S=C(NCc1ccccc1)N1CCN(c2ccccc2)CC1,i,i,i,i,i,i,i,i,i,-7,i
O=C(NCc1ccncc1)C(=O)NCC1OCCCN1S(=O)(=O)c1cc(F)ccc1F (centres undefined),i,i,i,i,i,i,i,i,i,-5,i
CCc1c(C#N)sc(C(N)=O)c1CC,i,i,i,i,i,i,i,i,i,-3,i

(next part)
SMILES,RGS4 inh,MrgX1 allo act,TMEM16A inh,TMEM16A act,MrgX1 agonist,KCNK9 block,KCNK3 block,RGS4 act,KCNQ1 inh,hERG protect,KCNQ1 act
CN(C)C(CNc1ccc(C(N)=O)cc1[N+](=O)[O-])c1ccccc1 (centres undefined),i,i,i,i,i,i,i,i,i,-10,i
O=C(Nc1ccc(Cl)c(Cl)c1)O/N=C/c1ccncc1,i,i,i,i,i,i,i,i,i,-6,i
Cc1nc(SCC(=O)NCCc2ccccc2)n[nH]1,i,i,i,i,i,i,i,i,i,-4,i
CC(C)=CCC/C(C)=C/CC/C(C)=N/O,i,i,i,i,i,i,i,i,i,-11,i

Screens from PubChem.
